TrxR1 substrate – substrates of rat thioredoxin reductase 1; Potency, µM (series often up to 114 µM), inactives show at the top dose activity change, negative = substrate turnover; actives 0.01% (n = 390,000); purified TrxR1 substrate turnover, NADPH consumption readout; AID 588456; note: potency is the fitted concentration of half-maximal effect; % is set by controls: 0 for no effect and ±100 for the full control effect; nearly all actives have a fitted effect of over 50% in size
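Rat TrxR1, dispensed at 90 nM, was prereduced with 400 uM NADPH (final) for 5 min at ~22 deg C, then incubated with compound 15 min before 400 uM selenite. A first-read NADPH fluorescence drop versus no-compound background flagged substrates.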
USP1-UAF1 inh – USP1/UAF1 (human) deubiquitinase inhibition; O94782; recombinant USP1/UAF1, Ub-Rhodamine cleavage fluorescence; Potency, µM (highest dose often 57.1 µM), without a hit: top-dose activity change, negative = inhibition, most hits filed as inhibitors; actives 0.23% (n = 390,000); AID 743255; note: potency is the fitted concentration of half-maximal effect; % is set by controls: 0 for no effect and ±100 for the full control effect; nearly all actives have a fitted effect of over 60% in size; inactives centre near -12
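USP1/UAF1 complex at 1 nM was preincubated with compound for 15 min at room temperature, then Ub-Rho substrate (150nM final) was added. Fluorescence (480/540 nm) was read kinetically, 6 reads every 60 seconds.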
IDH1 R132H inh – blocks human mutant IDH1 R132H enzyme; O75874; IDH1-R132H enzyme, NADPH consumption, diaphorase/resazurin fluorescence; Potency, µM (titrated, usually from 76.6 µM), without a hit: at the highest dose activity change, negative = inhibition, actives largely listed as inhibitors; actives 0.093% (n = 390,000); note: potency is the fitted concentration of half-maximal effect; % is set by controls: 0 for no effect and ±100 for the full control effect; nearly all actives have a fitted effect of over 65% in size
Target sequence (O75874 whole entry R132H, stated change not applied): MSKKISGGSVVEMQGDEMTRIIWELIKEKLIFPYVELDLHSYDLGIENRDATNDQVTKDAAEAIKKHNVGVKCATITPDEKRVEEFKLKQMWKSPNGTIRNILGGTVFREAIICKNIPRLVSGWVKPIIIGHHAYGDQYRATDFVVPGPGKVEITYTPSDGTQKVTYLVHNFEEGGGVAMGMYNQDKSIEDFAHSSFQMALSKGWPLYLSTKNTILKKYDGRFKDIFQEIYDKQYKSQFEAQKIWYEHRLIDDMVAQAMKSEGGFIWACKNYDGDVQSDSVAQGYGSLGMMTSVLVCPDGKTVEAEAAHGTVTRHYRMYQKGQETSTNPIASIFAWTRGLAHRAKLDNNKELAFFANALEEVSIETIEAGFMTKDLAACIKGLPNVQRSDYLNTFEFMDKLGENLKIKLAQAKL
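IDH1-R132H (0.5 ug/mL) preincubated 30 min with compound, then NADPH (0.016 mM) and alpha-KG (2 mM) added; 80 min at RT, pH 7.5. Remaining NADPH coupled via diaphorase/resazurin to fluorescence (540/590 nm); concentration-response curves normalized to no-enzyme control.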
rTrxR1 inhibitor – rat TrxR1 inhibition; O89049; recombinant rTrxR1, NADPH fluorescence consumption, selenite substrate; Potency, µM (top dose mostly 114 µM), for the others: at the top dose activity change, negative = inhibition, hits mostly inhibitors; actives 1% (n = 390,000); AID 588453; note: potency is the fitted concentration of half-maximal effect; % is set by controls: 0 for no effect and ±100 for the full control effect; nearly all actives have a fitted effect of over 65% in size
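Rat TrxR1 (90 nM in the dispensed reagent) was pre-reduced with 400 uM NADPH for 5 min at room temperature, then incubated with compound for 15 min. After 400 uM selenite was added, NADPH fluorescence (Ex 340/Em 450 nm) was followed for 8 min.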
TRHR agonist – agonists of human TRH receptor; P34981; TRHR cells, calcium flux fluo-8, FDSS agonist mode; activation, % at 2 µM; actives 0.18% (n = 360,000); in the data active = activation above about 30%; note: 0% is about no effect
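In this calcium-flux screen, cells bearing human TRHR are dye-loaded with fluo-8, baselined for 10 cycles, then exposed to library compounds; positive kinetic calcium responses during the agonist phase mark hits, with TRH as control.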
D2 antag – antagonists of human D2 dopamine receptor; AID 485344; HEK293 TREx D2 cells, calcium flux, dopamine EC80; P14416; inhibition, % at 10 µM; actives 2% (n = 340,000); in the data active = inhibition above about 30%; note: 0% is about no effect
Target sequence (P14416 whole entry, looked up): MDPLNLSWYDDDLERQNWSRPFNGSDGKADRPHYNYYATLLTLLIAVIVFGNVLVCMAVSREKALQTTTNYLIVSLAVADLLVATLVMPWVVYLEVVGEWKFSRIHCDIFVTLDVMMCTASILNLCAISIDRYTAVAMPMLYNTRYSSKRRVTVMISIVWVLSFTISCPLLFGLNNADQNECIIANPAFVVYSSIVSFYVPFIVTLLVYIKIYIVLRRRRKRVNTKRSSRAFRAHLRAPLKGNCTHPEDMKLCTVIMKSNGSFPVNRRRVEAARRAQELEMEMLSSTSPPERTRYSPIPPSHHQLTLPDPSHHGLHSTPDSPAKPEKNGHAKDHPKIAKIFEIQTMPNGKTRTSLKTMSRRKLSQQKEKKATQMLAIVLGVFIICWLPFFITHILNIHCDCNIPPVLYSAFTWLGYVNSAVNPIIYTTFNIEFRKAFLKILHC
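Read-out: kinetic calcium fluorescence (1 cycle/s) in inducible HEK293 T-REx D2 cells after an EC80 dopamine addition that followed 180 s compound preincubation. Loss of the dopamine response indicates antagonism.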
D2 agonist – activates the human D2 dopamine receptor; P14416; HEK293 T-REx D2 cells, calcium flux agonist mode; activation, % at 2 µM; actives 0.53% (n = 340,000); AID 485358;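 active = activation over 3 SD above normal in the single-dose calcium agonist read, cut at about 30% in these data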; note: 0% is about no effect
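HEK293 Trex D2 cells, tetracycline-induced, o/n 30 C 5% CO2; no-wash Ca dye, RT 30–90 min; 10-cycle baseline, 23 nl cpd added, kinetic Ca read 180 s; agonist hits = positive Ca response.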
Pin1 inh – inhibitors of human Pin1; Pin1 FP peptide displacement, HiFluor488, 10 min; actives 0.009% (n = 390,000); Potency, µM (highest dose often 115 µM), inactives show at the top dose activity, negative = inhibition, usual class: inhibitors; AID 504891; active = well fitted inhibition curve with a large enough effect in the polarisation, with a control signal flat, not every such curve was filed as active; inconclusive = small, poorly fitted or top-dose-only effect, or effect the other way, or a change in a side signal; inactive = no such curve, though single readings can be large or run the other way; the % refers to the polarisation; note: potency is the fitted concentration of half-maximal effect; % is set by controls: 0 for no effect and ±100 for the full control effect
Target sequence (Q13526 whole entry, looked up): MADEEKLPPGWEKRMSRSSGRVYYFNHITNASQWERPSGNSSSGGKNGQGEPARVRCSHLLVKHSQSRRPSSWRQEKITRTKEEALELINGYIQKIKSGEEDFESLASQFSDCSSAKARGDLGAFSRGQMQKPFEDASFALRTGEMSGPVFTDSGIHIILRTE
TRHR PAM – allosteric enhancers of human TRH receptor. P34981. enhancement, % at 2 µM. actives 0.66% (n = 360,000). TRHR cells, fluo-8 calcium fluorescence, EC20 TRH enhancement; in the data active = enhancement above about 30%; note: 0% is about no effect
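Enhancer read-out: after compound pinning and an initial kinetic agonist-mode read, an EC20 of TRH (10 nM final) was injected and fluo-8 calcium signal (Ex 480/Em 530) followed at 1 s/cycle for 100 cycles in TRHR-expressing cells.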
Active calls of the source: *; u = inconclusive; x = not tested or not shown; [ ] = remark or other dose. Unless noted, calls come from the whole dose curve; as a rule, active = well fitted inhibition curve with a large enough effect; inconclusive = small, poorly fitted or top-dose-only effect; inactive = no such curve, though single readings can be large or run the other way. Only part of the results is shown (hit frequency here may not be typical).

No.	SMILES	TrxR1 substrate	USP1-UAF1 inh	IDH1 R132H inh	rTrxR1 inhibitor	TRHR agonist	D2 antag	D2 agonist	Pin1 inh	TRHR PAM
1	O=C(CCCCCCCC(=O)N1CCCCCC1)N1CCCCCC1	0%	-13%	0%	10%	x	x	x	u	x
2	CCCCNC(=O)c1c[nH]c2ccc(S(=O)(=O)Nc3ccc(OCC)cc3)cc2c1=O	-9%	-9%	-5%	3%	-0.2	15	-2.6	0%	3
3	Cc1cccc(NC(=O)NNC(=O)COc2ccc3ccccc3c2)c1	2%	-14%	0%	37%[activator]	0.5	-5	-0.7	-3%	-3
4	COc1ccc(Cl)cc1C(=O)Nc1ccc(Br)c(C)n1	6%[57.1 µM]	1%	-5%	17%[57.1 µM]	0.2	-7	-0.7	-9%	-10
5	COc1ccc(C(=O)NC2CCN(Cc3ccccc3)C2)cc1S(=O)(=O)N1CCOCC1 (centres undefined)	11%	-3%	8%	25%	-0.1	11	0.0	1%	-13
6	O=C(O)C1C2C=CC(C2)C1C(=O)N1CCOCC1 (centres undefined)	0%	-13%	5%	-19%	-0.9	1	0.5	-6%	-7
7	COCCNC(=O)C1CCC(=O)N1S(=O)(=O)c1ccc(C)cc1 (centres undefined)	17%[57.1 µM]	-18%	13%	24%	0.6	-11	0.1	-1%	-3
8	CC(C#N)OC(=O)c1cccnc1SCC(=O)Nc1ccc2c(c1)OCO2 (centres undefined)	-3%	-32%	-1%	2%	x	x	x	2%	x
9	CCCCC(=O)N1CCN(c2nc3ccc(F)cc3s2)CC1	-1%	-16%	3%	3%	-0.7	8	1.9	1%	10
10	CCCN(CCC)CCNC(=O)c1nn(C)c2c1CS(=O)(=O)c1ccccc1-2	-1%	-12%	7%	5%	-0.4	x	1.1	2%	3
11	Cc1ccc2cccc(OCc3ccc(F)cc3)c2n1	-2%	1%	11%	13%	0.0	-2	0.1	-7%	11
12	Cc1ccc(NC(=O)c2cccs2)cc1NC(=O)c1cccnc1	6%	-24%	-1%	37%[0.0914 µM]	-0.4	x	x	5%	-3
13	NC(=NC(=O)c1ccccc1)N1N=CCC1c1ccccc1 (centres undefined)	-5%	-13%	0%	-4%	-0.1	6	-0.9	-3%	7
14	COc1ccc(Cl)cc1NC(=O)c1sc2nc(C)nc(N3CCOCC3)c2c1C	179%[activator]	-22%	5%	179%[activator]	-0.6	8	-0.9	-4%	-1
15	COCCNC(=O)c1csc(Nc2cccc3ccccc23)n1	3%[2.29 µM]	-21%	8%	6%	-2.3	-7	0.7	2%	1
16	CCCCCOc1ccccc1C(=O)NCC(=O)O	-13%	0%	4%	14%[57.1 µM]	0.4	-3	-0.2	0%	10
17	COC(C[C@@H]1O[C@H]1[C@@H](O)COCc1ccccc1)OC	1%	u	-7%[38.3 µM]	10%	-0.1	16	0.1	7%	-3
18	COC(=O)/C(=C\Nc1ccc(Cl)cc1Cl)NC(=O)c1ccccc1	1%[57.1 µM]	-22%	-1%	16%[57.1 µM]	-0.2	-12	0.3	0%	11
19	Oc1c(C(c2ccccc2)N2CCN(c3ccccc3)CC2)sc2nc(-c3ccco3)nn12 (centres undefined)	8%[57.1 µM]	-13%	0%	16%[57.1 µM]	-0.4	x	-3.4	-8%	1
20	CS(=O)(=O)N(CC(=O)NCCSCc1cccc(Cl)c1)c1ccccc1F	8%	-22%	3%	36%	-1.1	-12	1.0	-6%	23

Further structures:
No.	SMILES	TrxR1 substrate	USP1-UAF1 inh	IDH1 R132H inh	rTrxR1 inhibitor	TRHR agonist	D2 antag	D2 agonist	Pin1 inh	TRHR PAM
21	COc1ccc(C(=O)NNC(=S)NC(=O)c2ccc(Cl)cc2)cc1	-4%	-19%	-7%	-12%	x	x	x	-10%	x
22	Cc1cccc(NC(=O)CN2C(=S)NC(C)(C)CC2C)c1C (centres undefined)	8%[57.1 µM]	-5%	16%	2%[57.1 µM]	-0.1	24	2.4	1%	17
23	O=C(NNC(=O)c1cc(OCC(F)(F)F)ccc1OCC(F)(F)F)c1ccc(Cl)c(Cl)c1	-4%	-19%	-3%	-6%	0.3	1	-2.0	8%	-3
24	CCC(=O)Oc1oc(-c2ccccc2)nc1C=Nc1ccc(C)cc1	5%[11.4 µM]	-17%	-3%	7%[11.4 µM]	-0.4	3	-0.8	-7%	5
25	Cc1ccc(NC(=S)NCc2ccc(F)cc2)cc1	4%[57.1 µM]	-3%	9%	23%[57.1 µM]	x	x	x	-6%	x
26	COCCNC(=O)c1c(C)cc(C)cc1C	3%	-2%	-3%	10%	0.2	-15	1.3	-13%	2
27	O=C(O)[C@@H]1CCCN1S(=O)(=O)c1cccc2cccnc12	3%[57.1 µM]	-4%	-8%	12%[57.1 µM]	0.0	2	1.0	-15%	4
28	COC(=O)c1cc2occc2n1Cc1c(F)cccc1Cl	x	x	x	x	-1.0	6	0.7	x	9
29	COc1ccc(C(N)=O)cc1NC(=O)CC(O)(C(F)(F)F)C(F)(F)F	-1%	-9%	-1%	-16%	0.3	6	0.1	-10%	-7
30	Cc1ccc(CNc2nnnn2C)cc1	10%	-19%	6%	28%	0.3	14	0.7	-4%	-1
31	CC(C)CC(=O)NC(NC(=S)Nc1ccccc1)C(Cl)(Cl)Cl (centres undefined)	1%[57.1 µM]	-1%	2%	10%[57.1 µM]	0.2	11	2.1	16%	5
32	CCc1ccc(-c2nnn(Cc3nn[nH]n3)n2)cc1	8%	-22%	1%	10%	0.1	-9	0.1	-7%	8
33	CCOC(=O)c1c(N)sc2c(OC)c(Br)ccc12	-3%[57.1 µM]	-15%	8%	7%[57.1 µM]	0.0	8	0.6	-1%	-5
34	Cc1cnc(NC(=O)c2ccc(-c3nc4ccccc4s3)o2)s1	-2%	-15%	2%	-10%	0.2	-6	0.5	0%	-5
35	CSCCC(NC(=O)c1ccc(Cl)cc1Cl)C(=O)N1CCCCCCC1 (centres undefined)	-9%	-14%	-1%	2%	-0.1	x	x	1%	-7
36	Cc1nn(C(=O)Cn2ccc([N+](=O)[O-])n2)c(C)c1Cl	13%[57.1 µM]	-13%	0%	18%[57.1 µM]	0.3	-7	0.6	-3%	-5
37	C=CCn1c(SCC(=O)NCC2CCCO2)nnc1-c1ccncc1 (centres undefined)	-1%	3%	3%	8%	0.2	-1	-0.2	-1%	29
38	CCOC(=O)C1CCCN(c2c(N3CCC(N4CCCCC4)CC3)c(=O)c2=O)C1 (centres undefined)	-22%	3%	-8%	u	0.5	-15	1.8	-4%	5
39	CCN(C(=O)COC(=O)CNC(=O)c1cccs1)c1c(N)n(Cc2ccccc2)c(=O)[nH]c1=O	0%	-12%	15%	7%	x	x	x	7%	x
40	O=C(/C=C/c1ccccc1Cl)NCc1cccs1	-17%	-10%	5%	-17%	0.5	-30	0.5	-6%	-1

Other compounds follow.
No.	SMILES	TrxR1 substrate	USP1-UAF1 inh	IDH1 R132H inh	rTrxR1 inhibitor	TRHR agonist	D2 antag	D2 agonist	Pin1 inh	TRHR PAM
41	Cc1ccc(OC(C)C(=O)NCC2(N3CCOCC3)CCCCC2)cc1C (centres undefined)	-1%	-8%	9%	1%	-0.5	x	-1.8	-3%	13
42	O=C(/C=C/c1cccc([N+](=O)[O-])c1)n1cnc2ccccc21	-2%[57.1 µM]	-15%	4%	-17%[57.1 µM]	0.1	-2	3.6	-10%	-1
43	Cc1nnc(SCC(=O)NC2CC2)s1	-11%	-11%	6%	-9%	0.2	3	0.7	-7%	-1
44	Cc1ccc(C(=O)Oc2ccc(/C=C3\C(=N)N4N=C(N5CCOCC5)SC4=NC3=O)cc2)cc1	-5%[57.1 µM]	-9%	6%	-4%[57.1 µM]	-0.1	-20	1.0	u	-1
45	CC(=O)Oc1ccc(-c2nc3c(C)cccc3c(=O)o2)cc1	10%	-24%	1%	12%[57.1 µM]	-0.3	-1	0.1	3%	-3
46	CC(C)Oc1ccc(CCNC(=O)CC2C(=O)NCCN2C)cc1 (centres undefined)	4%	-14%	4%	7%	0.4	-24	0.1	6%	1
47	Cc1cccc(NC(=O)CN(C)S(=O)(=O)c2cccc3nsnc23)c1C	7%[57.1 µM]	-6%	-3%	17%[57.1 µM]	-0.7	2	0.9	-2%	2
48	CCc1cc2c(=O)n(-c3ccc(Br)cc3)cnc2s1	-1%	-9%	1%	2%	-0.3	-14	-0.7	-5%	2
49	O=C(CSc1nnc(CNC(=O)c2ccc(F)cc2)o1)NCc1ccccc1Cl	-8%	-12%	9%	-4%	-0.1	7	-0.1	-10%	7
50	CC(=O)C(Cc1cnc(Cl)s1)(Cc1cnc(Cl)s1)C(C)=O	9%[57.1 µM]	6%	4%	11%[57.1 µM]	-0.2	7	0.2	2%	-4
51	CCOC(=O)c1nn(-c2ccc(F)cc2)c(=O)cc1OCC(=O)Nc1cccc(C)c1	1%[57.1 µM]	-2%	2%	9%[57.1 µM]	0.1	0	0.2	0%	-8
52	COc1ccc(C(=O)Nc2ccc(Nc3ccccc3)cc2)cc1[N+](=O)[O-]	-13%	-9%	-11%	0%	1.1	-14	1.2	2%	-1
53	Cc1c(NC(=O)CCC2CCCCC2)cc(C(=O)N2CCOCC2)cc1[N+](=O)[O-]	5%[57.1 µM]	-2%	-3%	17%[57.1 µM]	0.3	9	1.9	-11%	-3
54	Cc1cccc(NC(=O)CSCC(=O)N(C)Cc2c(F)cccc2Cl)c1	-3%	-18%	1%	-4%	-0.3	7	0.2	-2%	-3
55	Cc1cc(N(C)C(=O)c2ccc3c(c2)S(=O)(=O)c2cc(Cl)ccc2C3=O)c(C(F)(F)F)o1	0%[57.1 µM]	-20%	-11%	-12%[57.1 µM]	x	x	x	-4%	x
56	COc1ccc(S(=O)(=O)NCc2cccn2Cc2cc(C)ccc2C)cc1OC	3%[57.1 µM]	-19%	-12%	4%[57.1 µM]	-1.3	x	0.2	u	-4
57	COc1ccc(CCNC(=O)c2ccc3[nH]c(C)c(C)c3c2)cc1OC	9%[57.1 µM]	1%	-4%	25%[57.1 µM]	-0.6	x	-0.1	-2%	4
